# Screens from PubChem.
# Vif inh: HIV Vif self-association inhibitors, primary screen, imaging, HEK293T, single point; HEK293T cells, Vif self-association by quenched fluorescence, 24 h; inhibition, % at 7.49 µM; 0.35% of 340,000 active; AID 602346, 2012; in the data active = inhibition above about 50%, passing the limit was not always enough; also: some results filed as inactive read as strong as hits
# MC4R ag barr: MC4R agonists recruiting beta-arrestin, primary screen, cell-based, luminescence, agonist arm of biased-ligand search | Melanocortin receptor 4 (Homo sapiens), P32245 | U2OS MC4R beta-arrestin complementation; percent of melanotan II response, DMSO zero | activation, % at 8.9 µM | 0.98% of 360,000 active | AID 540308, 2011;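 active = activation above a per-plate cutoff, the mean activation of sample wells on that plate plus 3 SD, cut at about 8% in these data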
# aDG glyco up: activators of alpha-DG glycosylation, primary screen, uHTS, Pro5-aDG cells, AlphaScreen | alpha-DG glycosylation AlphaScreen (IIH6); 0% Pro5, 100% B10-LARGE cell signal | activation, % at 10 µM | 0.22% of 360,000 active;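 active = activation of at least 8% versus controls, or a plate z-score of at least 8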;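 also: Pro5 are CHO cells carrying HIG-tagged alpha-DG that lacks glycosylation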
# Glyco luc inh: increase of ERlucT glycosylation luciferase signal, primary screen, N-linked glycosylation inhibitor project, D54 ERlucT cells, luminescence, set 2; AID 588692, 2011; D54 ERlucT glycosylation luciferase reporter, 24 h; percent of 100 nM tunicamycin response; reporter increase, % at 12.5 µM; 0.23% of 360,000 active;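 active = mean luciferase reporter signal, scaled so untreated is 0 and the glycosylation-blocking control 100, at or above a set limit in every replicate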;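 also: luciferase carries N-glycosylation sites so blocking glycosylation raises the light; 0% = median of neutral control wells and 100% = median of 100 nM tunicamycin wells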
# CaV13 FRET inh: Primary screen for inhibitors of IQ motif and Ca2+-dependent inactivation inhibitor domain binding in CACNA1D, Förster resonance energy transfer in living cells, …; HEK cells, CFP/YFP FRET ICDI-IQ, plate reader, 10 min; percent FRET-ratio fall versus neutral wells; inhibition, % at 12.3 µM; 0.098% of 340,000 active; AID 743397;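 active = mean replicate inhibition of at least 30% and at least 1% of replicates passing that level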;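 also: 0% = median of the neutral control wells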
# MC4R antag cAMP: MC4R antagonists of cAMP signaling, primary screen, cell-based, TR-FRET, antagonist arm of biased-ligand search | Melanocortin receptor 4 (Homo sapiens), P32245 | MC4R-expressing cells, MTII-stimulated cAMP, LANCE TR-FRET | inhibition, % at 6.5 µM | 0.48% of 360,000 active | AID 540295, 2011;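 active = inhibition above its plate's cutoff, the mean of tested wells on that plate plus 3 SD, cut at about 29% in these data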;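 also: 0% = Melanotan II alone and 100% = Melanotan II plus saturating MCL0020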
#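 system = U2OS cells with stable human MC4R expression | also added = Melanotan II challenge after compound preincubation | dosing = one concentration, 6.5 µM nominal | incubation = compound 30 min, challenge 1 h, detection 1 h | measured by = TR-FRET with Eu-cAMP and labeled anti-cAMP, 671 nm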
# Cardio protect: cardioprotection against H2O2-induced cell death, primary screen, uHTS, H9c2 cells, ATPLite luminescence; H9c2 cardiomyocytes, H2O2 injury protection, 2 h; protection from H2O2 cell death, % at 20 µM; 0.63% of 360,000 active; AID 588492, 2011;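 active = compounds giving at least 50% protection of heart cells from peroxide-induced death in the single-dose screen, raw or plate-pattern-corrected value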;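 also: 0% = DMSO wells with peroxide and 100% = DMSO wells without peroxide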
# HTR2A ag: mouse Htr2a agonists via beta-arrestin recruitment, primary screen, cell-based, luminescence; 5-hydroxytryptamine receptor 2A (Mus musculus), P35363; CHO-K1 mHTR2A beta-arrestin complementation; percent of 30 µM serotonin response; activation, % at 7.6 µM; 0.66% of 360,000 active;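 active = activation above a run cutoff, the mean activation of all tested compounds plus 3 SD, cut at about 14% in these data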;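 also: 0% = plate median of compound wells and 100% = 30 µM serotonin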
# Target sequence (P35363 whole entry, looked up): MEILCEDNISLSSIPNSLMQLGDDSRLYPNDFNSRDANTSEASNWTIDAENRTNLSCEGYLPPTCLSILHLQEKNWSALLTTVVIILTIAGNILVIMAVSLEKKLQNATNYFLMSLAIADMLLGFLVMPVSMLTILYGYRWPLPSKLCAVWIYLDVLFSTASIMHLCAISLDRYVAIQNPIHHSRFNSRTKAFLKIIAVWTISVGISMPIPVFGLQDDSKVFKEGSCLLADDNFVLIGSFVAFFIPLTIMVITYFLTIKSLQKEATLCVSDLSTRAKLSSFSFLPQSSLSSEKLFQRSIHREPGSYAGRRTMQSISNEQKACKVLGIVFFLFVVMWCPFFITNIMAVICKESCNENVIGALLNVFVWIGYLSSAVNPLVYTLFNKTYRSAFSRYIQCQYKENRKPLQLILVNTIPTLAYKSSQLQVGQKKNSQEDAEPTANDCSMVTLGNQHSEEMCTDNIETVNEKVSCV
# PDI inh: inhibitors of human PDI, primary screen, biochemical, turbidity, single point, plate reader | inhibition, % at 10 µM | PDI insulin aggregation turbidity, A650, 90 min | Protein disulfide-isomerase (Homo sapiens), P07237 | 0.052% of 350,000 active;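 active = mean inhibition across replicates of 30% or more, whatever share of single replicates reach that level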;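 also: absorbance from insulin aggregation driven by PDI reduction with DTT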
# Target sequence (P07237 whole entry, looked up): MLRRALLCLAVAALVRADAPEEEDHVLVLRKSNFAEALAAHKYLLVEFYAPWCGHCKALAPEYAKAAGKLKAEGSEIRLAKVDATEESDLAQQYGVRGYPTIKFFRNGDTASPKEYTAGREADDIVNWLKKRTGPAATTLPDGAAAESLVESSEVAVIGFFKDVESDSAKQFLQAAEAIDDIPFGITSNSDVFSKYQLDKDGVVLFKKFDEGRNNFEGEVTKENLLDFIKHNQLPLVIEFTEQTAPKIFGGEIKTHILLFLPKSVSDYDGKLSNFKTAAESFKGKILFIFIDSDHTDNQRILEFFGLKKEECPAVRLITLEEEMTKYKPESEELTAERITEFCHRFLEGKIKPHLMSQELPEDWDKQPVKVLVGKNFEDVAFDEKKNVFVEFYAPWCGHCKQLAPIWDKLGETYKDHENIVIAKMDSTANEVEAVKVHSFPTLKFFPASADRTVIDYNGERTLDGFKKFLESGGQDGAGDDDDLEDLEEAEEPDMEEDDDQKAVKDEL
# ABCB6 inh MLPCN: ABCB6 transporter inhibitors, primary screen, K562-ABCB6 cells, flow cytometry, MLPCN library. ATP-binding cassette sub-family B member 6 (Homo sapiens), Q9NP58. K562-ABCB6 porphyrin accumulation, 1 h; active compounds read low. fluorescence ratio to DMSO, % at 10 µM. 0.19% of 360,000 active;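 active = fluorescence ratio to DMSO below 75%, the collection mean minus 3 SD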;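 also: signal is porphyrin accumulated inside mitochondria; 100% equals median channel fluorescence of DMSO control wells; lower ratio means ABCB6 inhibition with less porphyrin fluorescence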
# The depositor's hits bear a star; x = not tested or not shown.
No.	SMILES	Vif inh	MC4R ag barr	aDG glyco up	Glyco luc inh	CaV13 FRET inh	MC4R antag cAMP	Cardio protect	HTR2A ag	PDI inh	ABCB6 inh MLPCN
1	Cc1cccc(OCc2n(CC(=O)OC3CC(C)CCC3C(C)C)c3ccccc3[n+]2C)c1 (centres undefined)	-6	23*	0.4	-7	x	-3	-21	-7	14	96
2	CC(C)(C)c1ccc(C(=O)NCCCN2CCN(CCCNC(=O)c3ccc(C(C)(C)C)cc3)CC2)cc1	1	6.9	-0.5	-9	-4	4	-19	-4	1	84
3	Clc1ccc(Nc2c3c(nc4ncnn24)CCC3)cc1	4	-1.1	0.2	2	-4	7	1	9	-3	99
4	COc1ccc(-c2cc(C(=O)NCC3CCCCC3)[nH]n2)c(C)c1	0	-1.2	0.0	-1	-17	8	-11	-7	1	96
5	Cc1ccc(S(=O)(=O)N(C)C)cc1NC(=O)COc1cccc(-n2cnnn2)c1	-4	-0.1	0.0	-1	-6	2	-1	-2	3	86
6	Cc1c(C(=O)Nc2ccc(Cl)cc2)c2ccccn2c1C(=O)c1ccccc1	-4	-1.0	0.2	-6	-4	-1	3	-3	-2	95
7	CCN(CC)c1ccc(C(=O)N/N=C/c2ccc(OC)cc2OC)cc1	-9	0.4	-0.3	0	-5	20	2	1	-3	92
8	CC(=O)c1c(C)[nH]c(C(=O)NCCN2CCC(C)CC2)c1C	1	-0.5	-0.4	-3	-2	18	-1	-2	-2	98
9	O=C1OC(NC(=O)c2ccccc2)C(N2CCOCC2)=C1Cl (centres undefined)	-7	-2.0	-0.1	1	-4	-2	0	6	-1	89
10	O=C(NC1CCC(=O)N(CCOc2ccccc2)CC1)OCc1ccccc1 (centres undefined)	x	0.1	-0.2	3	-8	8	4	-1	2	97
11	CCOc1ccc(NC(=O)CS(=O)(=O)c2cn(C)c3ccccc23)cc1	4	0.9	0.0	4	-10	6	5	-4	x	98
12	CC(C)/C(=N\NC(=O)Nc1ccccc1)c1ccccc1	x	4.6	-0.1	2	-9	11	2	0	15	94
13	O=C(COc1ccc(S(=O)(=O)NC2CCCCC2)cc1)Nc1ccc2c(c1)OCCO2	-9	-1.1	0.1	-7	-5	8	-18	-8	x	99
14	CCN1C(=O)[C@H]2[C@@H](c3ccc(-c4ccccc4)cc3)N[C@@](C)(C(=O)OC)[C@H]2C1=O	-6	-1.0	0.1	1	-5	15	1	2	6	99
15	CN(c1ccccc1)S(=O)(=O)c1cccc(NC(=O)CCNC(=O)c2ccc(Cl)cc2)c1	-3	0.1	0.0	-5	-2	7	-9	-2	10	94
16	Cc1ccccc1NC(=O)CSc1nc2n(n1)CCCCC2	1	0.4	0.1	2	-5	19	-2	6	5	103
17	Cc1cc(N2CCN(Cc3nc(-c4ccc(Cl)cc4)oc3C)CC2)cc(C)n1	-4	6.1	1.3	0	-4	0	-10	3	-2	95
18	COc1ccc(C(=O)NC(=S)NNC(=O)c2ccc(O)cc2)cc1[N+](=O)[O-]	9	-0.8	0.1	1	-5	0	1	1	-3	101
19	COc1ccccc1C#Cc1cnc2c(c1)C(=O)N([C@H](C)CO)C[C@@H](C)[C@@H](CN(C)C(=O)c1ccc3c(c1)OCO3)O2	-2	-2.0	0.0	-2	-3	9	-9	-1	3	97
20	COCCC(=O)NC12CC3CC(CC(C3)C1)C2	15	-2.1	0.7	1	-8	10	-3	1	-6	100
21	CCCN(CC(=O)Nc1ccccc1C)C(=O)c1cc(=O)[nH]c2ccccc12	28	-0.4	0.6	-1	-4	-3	6	1	7	90
22	CC(Sc1ccc(Cl)cc1)C(=O)NNC(=O)c1csc(N2CCOCC2)n1 (centres undefined)	-6	-2.9	-0.2	0	-6	8	7	2	5	89
23	O=C(Nc1nnc(C2COc3ccccc3O2)o1)c1ccc(F)cc1 (centres undefined)	-1	-2.1	1.6	5	-18	17	26	-2	0	94
24	Cc1ccc(NC(=O)c2ccc(F)cc2F)cc1NS(C)(=O)=O	-3	0.2	-0.2	1	-20	1	-1	-5	12	95
25	Cc1cc(C(=O)c2ccc(Cl)cc2)c(NC(=O)CCl)s1	-1	-0.3	2.8	-3	-5	41*	-15	-3	-2	93
26	COC(=O)CCCC1=CC2=C(c3ccccc3)C(=O)C(C)(OC(=O)C3CCCC3)C(=O)C2=CN1CC(C)C (centres undefined)	-2	-0.2	0.2	2	-11	13	0	2	0	109
27	Cc1c(Cl)cccc1NC(=O)CNC(=O)C1CCN(C(=O)Nc2ccccc2)CC1	24	0.7	-0.1	1	-5	17	3	5	4	97
28	CC(C)=C1C(=O)NN(c2ccc(F)c(Cl)c2)C1=O	10	-2.3	-0.1	2	-7	0	0	10	12	100
29	COc1cc(C)ccc1OCCCCOc1ccccc1C(C)=O	-15	-0.7	0.9	-2	-19	-5	-18	1	-5	99
30	Cc1cc(C)c2[nH]c(=O)c(CN(CC3CCCO3)C(=O)c3cnccn3)cc2c1 (centres undefined)	14	-1.2	-0.3	3	-5	-3	9	3	6	116
31	COc1ccc(C(=O)Nc2nnc(CC(=O)N/N=C/c3ccc(O)cc3O)s2)cc1	19	-0.8	0.1	2	-14	-2	2	0	0	101
32	O=C1c2cc(S(=O)(=O)N(CCO)CCO)ccc2-c2ccc(S(=O)(=O)N(CCO)CCO)cc21	-3	-1.6	-0.2	2	-4	-2	2	-1	9	97
33	COc1ccc2c(c1)CC/C2=N\NC(=O)c1ccccc1	-3	-0.9	-0.4	1	-4	-2	4	15*	-6	99
34	COc1ccc(N2CCN(C(=O)c3ccc4nc(N5CCCCC5)sc4c3)CC2)cc1	0	-2.1	-0.2	0	-10	13	-16	0	x	102
35	COc1ccc(S(=O)(=O)N(C)CC(=O)NCCc2ccccc2)cc1OC	2	-0.7	-0.1	-1	-19	-3	-2	3	4	92
36	N#Cc1cnn(Cc2ccccc2)c1/N=C/N1CCOCC1	-12	-0.6	-0.1	0	-4	-2	-1	5	4	89
37	O=C(C1CCCN(C2CC(=O)N(c3ccc(Cl)cc3)C2=O)C1)N1CCCC1 (centres undefined)	-4	-3.4	0.0	0	x	7	-1	-3	-7	96
38	CCOC(=O)c1cc2cc(CC(=O)c3ccc(OCC)cc3O)ccc2o1	5	-0.2	1.1	2	-5	9	-11	0	-3	87
39	CC(C)N(C(=O)CSc1nnc(CSc2ncccn2)n1C)C(C)C	-13	0.2	0.0	1	-2	2	6	1	16	96
40	Brc1cccc(CNn2cnnc2)c1	-1	-3.8	0.1	0	8	7	0	2	7	90
41	CC(C)(C)c1ccc(COC(=O)CN2C(=O)NC3(CCCC3)C2=O)cc1	4	-0.3	-0.1	1	-4	1	-11	4	-9	99
42	COC(=O)C1=C(C)NC(C)=C(C(=O)OCC2CCCO2)C1c1cccc(Br)c1 (centres undefined)	-4	-3.2	-0.1	2	-5	3	4	-2	12	90
43	CCOc1nc(CC)nc(NC(=O)NS(=O)(=O)c2ccccc2Cl)n1	-3	0.3	0.2	1	x	20	3	4	5	98
44	CC[C@H](C)[C@H]1CNC(=S)N1CC1CCN(CCC(C)(C)C)CC1	x	-2.7	0.0	2	-6	-3	0	3	2	95
45	CCCCn1nnnc1C1(C)CCC(=O)N1Cc1ccc(F)cc1 (centres undefined)	x	x	-0.2	x	-10	x	x	-2	x	107
46	CCN(c1ccccc1)S(=O)(=O)c1ccc(NC(=S)NC(=O)c2ccc(Br)o2)cc1	0	-0.1	0.0	3	-6	4	-18	0	-7	92
47	Cc1ccc(C(=O)Nc2ccc(C(F)(F)F)n(C)c2=O)cc1	x	-2.2	-0.1	-3	-4	10	-12	-2	1	95
48	O=C(CSc1n[nH]c(=O)n1C1CC1)c1ccc2c(c1)OCCO2	-3	0.9	-0.1	1	-4	-1	0	1	-13	101
49	Cc1cc(C(=O)NC2CCCN(Cc3ccc(Cl)cc3)C2)c(C)o1 (centres undefined)	11	-1.9	0.1	-1	-5	4	8	-5	10	101
50	CCOc1ccccc1NC(=O)C(Sc1nnnn1C)c1ccccc1 (centres undefined)	-16	-2.8	0.5	0	-2	11	-5	0	0	102
51	Cc1ccc2nc3n(c(=O)c2c1)CCC3	8	-0.1	-0.2	0	-9	1	0	-4	-4	88
52	COc1ccc(S(=O)(=O)Nc2nc3ccccc3s2)cc1	6	-1.3	-0.1	1	-5	-1	0	-3	4	92
53	CCC(C)[C@H](NC(=O)N1CCCC1)C(=O)O (some centres undefined)	5	-0.9	0.0	3	-10	-13	-2	2	-7	107
54	CC(=O)Nc1ccc(S(=O)(=O)NCCc2csc(-c3cccnc3)n2)cc1	8	-2.3	-0.3	1	-4	1	-4	-5	1	104
55	COc1cccc(/C=C/C(=O)OCC(=O)Nc2ccccc2Sc2ccccc2)c1	10	-1.5	0.2	-2	-1	-1	-5	-6	1	90
56	COCCN1C(=O)c2oc3cc(C)c(C)cc3c(=O)c2C1c1ccc(O)cc1 (centres undefined)	27	-2.0	0.0	1	-4	5	4	-5	-6	104
57	Cc1ccc(CSC2=CS(=O)(=O)c3ccccc3N2)cc1	-7	-2.0	0.1	-1	x	6	-8	-6	-21	94
58	C[C@@H]1CC=C[C@H]2[C@H]1C(=O)N(Cc1ccccc1)[C@H]2c1cccc([N+](=O)[O-])c1	0	-2.6	-0.1	0	-11	11	1	-5	1	93
59	O=C(NCCN1CCOCC1)C1CCN(c2ncnc3c2sc2cccc(F)c23)CC1	-2	-0.8	0.3	2	-6	8	-9	-5	-10	110
60	O=C(O)C1CC=CCC1C(=O)N1CCCC1 (centres undefined)	5	1.6	-0.1	0	x	14	-4	1	-7	101
61	CCNc1nc(C)nc2c1cnn2C	19	0.0	0.0	1	-5	-2	-1	1	3	103
62	O=C(NCC1CCCO1)C(c1ccc(N2CCOCC2)cc1)N(C(=O)Cn1nnc2ccccc21)c1ccccc1F (centres undefined)	0	2.2	-0.1	1	1	4	14	-2	7	102
63	O=C(Nc1ccccc1)Nc1ccc(C(=O)N2CCCC2)cc1	-8	-1.4	0.5	-13	-4	4	-24	0	-3	96
